Anthrax LF prot: blocks Bacillus anthracis lethal factor protease | actives 0.12% (n = 360,000) | AID 588501 | multiplex microsphere protease cleavage assay, LF | inhibition, % at 10 µM; also: plate controls were buffer without enzyme for full effect and enzyme alone for no effect
Target sequence (P15917 whole entry, looked up): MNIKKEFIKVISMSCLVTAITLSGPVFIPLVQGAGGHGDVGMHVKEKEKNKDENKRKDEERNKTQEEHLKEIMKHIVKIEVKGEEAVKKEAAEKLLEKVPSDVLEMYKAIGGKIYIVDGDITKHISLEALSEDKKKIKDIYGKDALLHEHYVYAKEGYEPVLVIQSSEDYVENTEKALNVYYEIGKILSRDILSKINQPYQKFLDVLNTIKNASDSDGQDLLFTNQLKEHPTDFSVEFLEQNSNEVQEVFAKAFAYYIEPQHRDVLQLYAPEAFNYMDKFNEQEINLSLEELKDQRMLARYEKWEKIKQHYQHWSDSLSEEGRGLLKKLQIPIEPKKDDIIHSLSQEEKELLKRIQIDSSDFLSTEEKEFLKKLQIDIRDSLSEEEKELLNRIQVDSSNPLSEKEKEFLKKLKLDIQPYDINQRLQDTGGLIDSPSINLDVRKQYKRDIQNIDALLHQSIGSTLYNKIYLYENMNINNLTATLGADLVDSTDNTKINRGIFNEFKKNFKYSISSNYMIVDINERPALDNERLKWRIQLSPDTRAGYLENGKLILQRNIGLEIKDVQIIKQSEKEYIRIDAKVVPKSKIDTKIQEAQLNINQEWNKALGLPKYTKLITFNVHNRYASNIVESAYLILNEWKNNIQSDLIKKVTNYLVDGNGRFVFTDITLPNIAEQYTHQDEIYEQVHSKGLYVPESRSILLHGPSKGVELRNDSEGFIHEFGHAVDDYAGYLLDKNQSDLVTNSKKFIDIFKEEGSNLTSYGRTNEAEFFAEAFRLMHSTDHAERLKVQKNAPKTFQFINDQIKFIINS
FadD28 binding: M. tuberculosis FadD28 bisubstrate binding inhibition. inhibition, % at 12.5 µM. actives 0.22% (n = 360,000). FadD28 bisubstrate probe binding, fluorescence polarization; in the data active = inhibition above about 8.5%, passing the limit was not always enough; inconclusive = no clear call, values can overlap the other calls
PfHsp40 rescue: restores yeast growth despite PfHsp40 toxicity; growth rescue, % at 12.5 µM; actives 0.68% (n = 340,000); S. cerevisiae expressing PfHsp40, growth rescue, ATP luminescence; AID 504582; in the data active = growth rescue above about 28%, passing the limit was not always enough; inconclusive = no clear call, values can overlap the other calls;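 also: yeast W303a lacking pdr1 and pdr3 grown in galactose medium; growth measured after three days at 30 °C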
UGM FP inh: blocks M. tuberculosis UGM enzyme; P9WIQ1; purified UGM, fluorescence polarization probe displacement; AID 504406; actives 0.06% (n = 320,000); inhibition, % at 10 µM; in the data active = inhibition above about 10%, passing the limit was not always enough; inconclusive = no clear call, values can overlap the other calls
GDH-TPI counter: counter-screen for M. tuberculosis FBA inhibitors: GDH-TPI coupled enzymes | GDH-TPI coupled enzyme counterscreen, NADH absorbance | inhibition, % at 4.8 µM | actives 1.2% (n = 360,000); in the data active = inhibition above about 30%;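 also: 0% = DMSO wells and 100% = wells lacking the enzyme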
FBA Mtb inh: Mtb fructose-bisphosphate aldolase inhibition | P9WQA3 | purified M. tuberculosis FBA, fluorescence read-out | inhibition, % at 1 µM | actives 2.3% (n = 360,000); in the data active = inhibition above about 27%;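 also: 0% = vehicle and 100% = reference inhibitor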
BioA inh: inhibitors of Mycobacterium tuberculosis BioA enzyme; purified M. tuberculosis BioA enzyme, plate reader; inhibition, % at 9.99 µM; actives 0.096% (n = 360,000); in the data active = inhibition above about 40%; inconclusive = no clear call, values can overlap the other calls
BoNT-A LC inh2: inhibitors of Botulinum neurotoxin A light chain protease; multiplex microsphere protease substrate cleavage, flow cytometry; inhibition, % at 10 µM; actives 0.17% (n = 360,000); also: plate controls were buffer without enzyme for full effect and enzyme alone for no effect
BoNT F protease: blocks Botulinum neurotoxin F light chain protease; actives 0.22% (n = 360,000); inhibition, % at 10 µM; Multiplex microsphere protease cleavage assay, flow cytometry; in the data active = inhibition above about 35%, passing the limit was not always enough; inconclusive = no clear call, values can overlap the other calls; also: plate controls were buffer without enzyme for full effect and enzyme alone for no effect
Starred values were filed as active, the others as inactive; ? = inconclusive; . = not tested or not shown; + = active, no number; & = joins results of further samples. Rule as the data show it, unless noted: active = inhibition above about 30%; inconclusive = no clear call, values can overlap the other calls; inactive = below that.

SMILES | Anthrax LF prot | FadD28 binding | PfHsp40 rescue | UGM FP inh | GDH-TPI counter | FBA Mtb inh | BioA inh | BoNT-A LC inh2 | BoNT F protease
COc1ccc(CCNC(=O)C2C3CCC(C3)C2C(=O)O)cc1OC (configuration not stated) | 11 | -4.1 | -0.7 | 1.2 | -15 | -6 | 1.1 | -1.7 | ?
C[C@H]1CN([C@@H](C)CO)C(=O)CCCn2nncc2CO[C@@H]1CN(C)Cc1ccccc1 | -4 | -3.2 | . | . | 5 | -4 | -1.0&-1.5 | -0.2 | 2
CC(C)(C)SC(C(=O)N1CCOCC1)c1ccc(Br)cc1 (configuration not stated) | 7 | -3.3 | 0.6 | -0.3 | -16 | -7 | 0.1 | -3.6 | -5
Cc1cn([C@H]2C[C@H](O)[C@@H](CNCC3=Cc4cc(O)ccc4OC3)O2)c(=O)[nH]c1=O | -2 | -3.1 | . | . | 1 | -5 | 0.9 | -0.3 | 1
CC1(C)CC(=O)C2=C(C1)NC1=C(C(=O)c3ccccc31)C2c1ccccc1 (configuration not stated) | -4 | 6.3 | 0.1 | . | 4 | -2 | . | -0.9 | -6
COc1ccc(-c2csc(-n3ncc(-c4ccccn4)c3N)n2)cc1 | 0 | -3.1 | 1.1 | -3.9 | -3 | -3 | -1.1 | 0.0 | 0
COc1ccc(C(=O)NCC(=O)OCC(=O)N2CCCc3ccccc32)cc1 | 1 | 2.6 | -0.1 | 1.0 | 5 | -1 | . | -0.4 | -1
O=C(NCC1CCCCC1)c1cccc([N+](=O)[O-])c1 | -5 | -4.7 | 0.6 | -2.4 | -3 | 0 | -1.2 | -0.1 | 2
c1ccc(CCNc2ncnc3c2cnn3-c2ccccc2)cc1 | 2 | -5.3 | 6.1 | 1.6 | -3 | 6 | 1.3 | -0.7 | -7
CC12CCC(C(N)C1=O)C2(C)C (configuration not stated) | 2 | -5.7 | 0.0 | . | -8 | 0 | -1.0 | -0.1 | 7
CCCc1cc(=O)[nH]c(SCC(=O)NC2(C#N)CCCCC2)n1 | 5 | 0.6 | 1.3 | -1.6 | 6 | 3 | -4.9 | 1.4 | -1
CCOc1ccc(NC(=O)NCCN2CCN(c3cccc(C)c3C)CC2)cc1 | 4 | -2.0 | -0.2 | -0.9 | 14 | -1 | 0.1 | -1.6 | 1
CCNS(=O)(=O)c1ccc(NS(C)(=O)=O)cc1 | -1 | 0.6 | 1.8 | -0.5 | -1 | 0 | 0.5 | 0.7 | 8
Cc1ccc(NC(=O)CCOc2ccccc2)c(C)c1 | -8 | -3.4 | 0.3 | 2.9 | 3 | -3 | 7.5 | -3.0 | -2
CC(=O)c1ccc(N2CCN(C(=O)C3CCN(S(=O)(=O)c4cccs4)CC3)CC2)cc1 | 1 | 0.6 | 0.3 | 0.5 | 24 | 1 | -1.4 | -1.4 | 1
COc1ccc(NC(=O)CN(C)C(=O)c2ccc(S(=O)(=O)Nc3ccccc3C)cc2)cc1 | . | -2.2 | 0.7 | . | 6 | -3 | 1.3 | . | .
O=C(CSc1ncccn1)NC(=O)Cc1ccccc1 | -14 | -2.6 | -1.0 | 0.3 | 13 | 1 | -0.1 | -0.7 | 1
O=C(CNS(=O)(=O)c1c(Cl)cccc1Cl)N1CCCCCC1 | 15 | -1.7 | -0.2 | 2.0 | 18 | 0 | -1.0 | -1.3 | 3
CC1NC(C)c2c(ccc3ccccc23)O1 (configuration not stated) | -15 | -1.7 | 0.3 | . | 12 | 11 | -0.3 | -0.2 | -5
C/C(=N/NC(=O)c1sc(=S)n(C)c1C)c1ccccc1 | 0 | -0.5 | 4.5 | 1.6 | 24 | -1 | . | -0.4 | -6
CCOC(=O)c1c(C)n(CCOc2ccccc2)c2ccc(O)cc12 | 7 | -2.5 | -1.6 | 1.5 | 2 | -1 | -1.0 | -1.7 | -14
CC1=C(C(=O)OC(C)C)C(c2ccc(N(C)C)cc2)C2=C(CC(C)(C)CC2=O)N1 (configuration not stated) | 0 | -5.9 | 0.1 | -2.3 | 6 | -4 | 0.4 | 0.8 | 8
Cc1ccccc1N1C(=O)C(Oc2ccc(Cl)cc2)C1CNCC1CCCO1 (configuration not stated) | -2 | 0.2 | -0.5 | 3.2 | 10 | -3 | . | -0.7 | -12
CS(=O)(=O)NCc1ccc(C(=O)NC2CCCCC2)cc1 | -7 | -0.5 | -0.2 | -1.1 | 11 | 0 | -3.6 | 0.6 | -6
NS(=O)(=O)c1ccc(CNC(=O)c2ccc(S(=O)(=O)NCc3ccco3)cc2)cc1 | 6 | 0.0 | -0.8 | -0.8 | -7 | -2 | 5.3 | 0.7 | 13
Cn1c2c(c(=O)n(C)c1=O)C(c1cccc([N+](=O)[O-])c1)Nc1ccccc1O2 (configuration not stated) | 3 | -2.4 | 1.1 | -0.9 | -5 | 1 | 2.1 | 0.0 | ?
Cc1ccc(NC2=NCC(=O)N2C2CCCC2)cc1C | 0 | -0.1 | -0.9 | -0.8 | 1 | -1 | . | 0.1 | 0
NC(=S)N/N=C1\CC(n2nnnc2-c2ccccc2Cl)C2COC1O2 (configuration not stated) | -2 | -3.3 | 0.0 | 0.4 | 4 | -1 | . | -0.5 | -1
COP(=O)(OC)c1nc(-c2cccc3ccccc23)oc1N1CCCCC1 | 0 | -0.6 | -1.7 | -1.0 | 10 | + | 1.6 | -0.8 | 0
CC(=O)c1ccc(S(=O)(=O)Nc2ccc(Cl)c(S(=O)(=O)N3CCCC3)c2)cc1 | 2 | -3.6 | -1.3 | -0.3 | 0 | 0 | 2.9 | 1.8 | 1

Some of the entries above, reformatted.
Compound	Anthrax LF prot	FadD28 binding	PfHsp40 rescue	UGM FP inh	GDH-TPI counter	FBA Mtb inh	BioA inh	BoNT-A LC inh2	BoNT F protease
CCOC(=O)c1c(C)n(CCOc2ccccc2)c2ccc(O)cc12	7	-2.5	-1.6	1.5	2	-1	-1.0	-1.7	-14
CC1=C(C(=O)OC(C)C)C(c2ccc(N(C)C)cc2)C2=C(CC(C)(C)CC2=O)N1 (configuration not stated)	0	-5.9	0.1	-2.3	6	-4	0.4	0.8	8
Cc1ccccc1N1C(=O)C(Oc2ccc(Cl)cc2)C1CNCC1CCCO1 (configuration not stated)	-2	0.2	-0.5	3.2	10	-3	.	-0.7	-12

Later entries.
SMILES | Anthrax LF prot | FadD28 binding | PfHsp40 rescue | UGM FP inh | GDH-TPI counter | FBA Mtb inh | BioA inh | BoNT-A LC inh2 | BoNT F protease
Oc1ccc(C[C@H]2CNC(=S)N2CC2CCCN2C[C@H](Cc2ccccc2)N2C[C@H](Cc3ccc(O)cc3)N(CC3CCCCC3)C2=S)cc1 (some centres not stated) | -3 | -2.1 | . | . | . | 0 | -4.5 | 0.4 | -5
O=C(CSCc1ccccc1)Nc1ccc2c(c1)C(=O)NC2=O | -7 | -2.6 | 0.2 | -1.0 | 10 | 0 | . | 0.4 | 2
O=C(Cc1ccc(Cl)cc1)Nc1ccc(Cl)cn1 | -8 | -2.7 | 0.3 | -1.7 | 11 | -3 | -1.3 | 5.7 | ?
O=C(O)c1ccccc1Sc1ccccc1S(=O)(=O)NC1CCCCC1 | -19 | -1.2 | -1.4 | -0.9 | -4 | 5 | -0.7 | -4.7 | ?
CC[C@@]1(C(=O)OC)N[C@H](CN(C)C(=O)c2ccc(C(C)(C)C)cc2)[C@@H]2C(=O)N(Cc3ccccc3)C(=O)[C@@H]21 | -11 | 1.0 | 0.3 | . | -5 | 1 | 0.6 | 0.0 | -2
CS(=O)(=O)Oc1ccc(Br)c2cccnc12 | -4 | -3.7 | 0.8 | -0.9 | 9 | 3 | -1.3 | -3.5 | ?
CCOC(=O)/C=c1\s/c(=C\c2ccc(-c3ccccc3)cc2)c(=O)n1CC(=O)NCc1ccc2c(c1)OCO2 | -2 | -1.5 | 0.4 | 1.9 | 10 | -1 | -2.4 | 0.5 | 3
Cc1ccc(NC(=O)CN2C(=O)N/C(=C/c3ccccc3OCc3cccc(C(=O)O)c3)C2=O)cc1 | 2 | -4.3 | 0.6 | -1.4 | 11 | 1 | 9.6 | -1.0 | 7
Cc1ccc2c(CC(=O)OCn3nnc4ccccc4c3=O)coc2c1 | -1 | -0.1 | 0.3 | -3.2 | 1 | -2 | -2.7 | -0.2 | -2
O=C(COC(=O)CNC(=O)C1CCCCC1)Nc1ccc(F)c([N+](=O)[O-])c1 | 0 | . | -1.0 | 2.4 | 7 | 0 | 0.8 | -2.0 | -7
Cc1ccc(CCNC(=O)C2CCN(S(=O)(=O)c3cccc4nsnc34)CC2)cc1 | 2 | -7.6 | -0.4 | -3.7 | 5 | -13 | 2.0 | 1.1 | 8
CS(=O)(=O)N(Cc1ccc(C(=O)NCCSc2ccccn2)cc1)c1ccccc1 | -1 | -3.6 | 1.2 | 4.2 | -11 | 0 | . | -0.7 | -1
Cc1ccc(S(=O)(=O)/N=C(\c2ccccc2)N(C)S(=O)(=O)c2ccccc2)cc1 | -3 | -4.8 | -0.4 | 0.5 | 3 | -5 | . | 0.7 | 1
CCn1c(=O)c(=O)[nH]c2cc(C(=O)NC3CC3)ccc21 | -4 | 1.1 | 1.2 | 1.2 | 11 | 2 | 0.1 | 0.3 | -7
COc1ccc2cc(CN(Cc3ccco3)Cc3nnnn3C3CCCCC3)c(=O)[nH]c2c1 | -1 | -8.4 | 0.5 | -1.7 | 27 | 4 | 1.6 | -0.5 | -9
O=S(=O)(Nc1ccc(F)cc1Cl)c1ccc(-c2cnc(C3CC3)o2)cc1 | 4 | -4.9 | -1.1 | 0.6 | 4 | -2 | 1.2 | 0.1 | -9
Cc1cc(NC(=O)c2cnn3cccnc23)nn1CC(=O)Nc1cccnc1 | -2 | -4.6 | -1.2 | -0.4 | -1 | -1 | -0.7 | -0.4 | 1
COc1ccc(CNC(=O)c2cc(S(=O)(=O)N3CCOCC3)cn2C)cc1 | 4 | -0.2 | -0.4 | -0.5 | 5 | 3 | 1.6 | -0.3 | -4
CC(=O)Nc1ccccc1C(=O)N1CCN(Cc2ccccc2)CC1 | 8 | 0.2 | 1.2 | -0.4 | 8 | 3 | . | 1.1 | 2
CCOc1ccccc1NC(=O)NS(=O)(=O)c1ccc(C)cc1 | -15 | -2.0 | -0.4 | -1.5 | -7 | 8 | -0.6 | -0.1 | -10
COc1ccccc1CNCCc1ccc(F)cc1 | 6 | 1.1 | -1.4 | -0.4 | 0 | 2 | 0.9 | -1.5 | 1
COc1cccc(C(=O)Nc2cccnc2)c1 | 0 | 1.5 | -1.2 | 0.2 | 1 | 1 | . | -0.2 | 5
CN1CCN(NC(=O)c2cn(-c3ccccc3)nc2-c2cccs2)CC1 | -1 | -4.8 | -1.3 | -2.5 | -9 | -2 | . | -0.9 | -6
CC(C(=O)NCc1ccc2c(c1)OCO2)c1ccc([N+](=O)[O-])cc1 (configuration not stated) | -2 | 0.8 | 1.6 | 0.6 | 11 | -2 | . | -1.6 | -2
COc1ccc(Cc2c(Cl)ncnc2Cl)cc1 | -2 | -0.2 | -0.9 | 3.5 | 9 | -1 | . | 0.5 | -1
CCOc1cc(/C=C2\SC(=S)N(NC(=O)c3cccnc3)C2=O)ccc1O | -5 | -1.7 | 0.9 | -8.7 | 9 | -15 | 5.8 | 1.0 | -1
O=C(NCCc1ccccn1)C(F)(F)C(F)(F)C(F)(F)C(F)(F)C(F)(F)C(F)(F)C(F)(F)C(F)F | -2 | -4.5 | 2.9 | 0.6 | 5 | 1 | 2.6 | 0.5 | -5
Brc1ccc(CSc2ccc3nnc(-c4cccnc4)n3n2)cc1 | -1 | -2.7 | -1.6 | 3.0 | 0 | -3 | . | 0.6 | -2
Cc1nnc(SCC(=O)Nc2ccc([N+](=O)[O-])cc2)n1CC1CCCO1 (configuration not stated) | 15 | 1.2 | -0.9 | -0.5 | 18 | -1 | 1.5 | -2.1 | 1
O=C(CSc1nc2ccccc2c(=O)n1CCCN1CCOCC1)Nc1ccc(F)c(Cl)c1 | -2 | -5.0 | -0.3 | -1.4 | -4 | 0 | -0.1 | 0.7 | 2
O=C(Nc1ccc2c(c1)OCCO2)c1cccc(Cl)c1 | -8 | -2.8 | 5.1 | -0.1 | 9 | 1 | 2.0 | -0.3 | -13

Screening data (PubChem BioAssay)
